DRD3 antagonist – qHTS of D3 Dopamine Receptor Antagonist: qHTS; D(3) dopamine receptor (Homo sapiens), P35462; D3R cells, DiscoveRx beta-arrestin luminescence, antagonist mode; active compounds read low; max response, negative = inhibition, %; actives 2.5% (n = 360,000); AID 652054, 2013; in the data active = max response below about -50%; inconclusive = no clear call, values can overlap the other calls; also: % is scaled to controls: 0 for no effect and ±100 for the full control effect; mostly tested at two doses, the higher about 12 µM
Target sequence (P35462 whole entry, looked up): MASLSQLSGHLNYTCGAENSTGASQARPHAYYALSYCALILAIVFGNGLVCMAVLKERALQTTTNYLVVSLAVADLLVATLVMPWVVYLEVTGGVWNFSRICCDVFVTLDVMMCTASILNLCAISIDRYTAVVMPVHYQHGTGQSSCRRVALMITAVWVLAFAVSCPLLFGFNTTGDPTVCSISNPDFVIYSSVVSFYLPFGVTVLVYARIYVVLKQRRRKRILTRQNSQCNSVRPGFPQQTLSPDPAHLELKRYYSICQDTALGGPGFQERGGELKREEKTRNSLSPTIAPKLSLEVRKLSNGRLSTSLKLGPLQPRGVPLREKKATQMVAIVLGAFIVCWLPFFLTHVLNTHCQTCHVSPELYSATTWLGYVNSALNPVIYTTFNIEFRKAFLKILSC
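Cells expressing the human receptor were seeded at 1500 cells/well, incubated overnight at 37 degrees C in 5% CO2, then exposed to library compounds with dopamine controls for 90 minutes at 37 degrees C before luminescent detection.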
aSyn yeast inh – qHTS of alpha-syn Inhibitors; Yeast expressing alpha-synuclein, growth rescue, BacTiter-Glo, 24 h; Potency, µM (highest dose often 46.1 µM), without a hit: top-dose growth rescue (activation), actives largely listed as activators; actives 0.14% (n = 370,000); AID 652106, 2013; also: potency is read from the fitted curve at half-maximal effect; % of control where 0% means no effect; nearly all actives have a fitted effect of over 65% in size
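Galactose-induced alpha-syn yeast (OD600=0.02, raffinose-pregrown) + pinned cpd, 24 hr, 30 deg C; growth by BacTiter-Glo luminescence. Growth restoration scores as activation.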
GLP1R ag – qHTS of GLP-1 Receptor Agonists; HEK293 GLP-1R CRE-luciferase, luminescence, 4-6 h; cells express a hypersensitive GLP-1R form; actives 0.007% (n = 380,000); Potency, µM (doses to about 45.6 µM), inactives show top-dose activation, hits mostly activators; also: potency is read from the fitted curve at half-maximal effect; % of control where 0% means no effect
Target sequence (P43220 whole entry, looked up): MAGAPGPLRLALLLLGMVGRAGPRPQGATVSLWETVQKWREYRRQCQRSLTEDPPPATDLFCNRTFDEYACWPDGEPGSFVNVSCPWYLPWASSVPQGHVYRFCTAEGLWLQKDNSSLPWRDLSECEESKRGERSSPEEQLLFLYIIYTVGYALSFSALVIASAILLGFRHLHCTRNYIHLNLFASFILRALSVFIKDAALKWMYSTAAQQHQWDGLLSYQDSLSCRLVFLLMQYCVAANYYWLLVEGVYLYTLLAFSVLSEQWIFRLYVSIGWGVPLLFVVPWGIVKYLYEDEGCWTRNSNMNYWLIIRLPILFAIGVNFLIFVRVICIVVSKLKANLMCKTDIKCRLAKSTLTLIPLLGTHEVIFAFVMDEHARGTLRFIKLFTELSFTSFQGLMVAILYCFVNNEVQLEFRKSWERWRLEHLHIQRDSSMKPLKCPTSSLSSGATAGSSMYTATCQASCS
pAkt inh – HTS Assay for Inhibitors of Akt Phophorylation: Primary Screen. actives 0.32% (n = 360,000). AID 651550, 2012. activity change, % for hits at 50 µM. Neuro2A IGF-stimulated pAkt S473 HTRF, 20 min; active compounds read low; in the data active = activity change below about -80%; inconclusive = mostly about -51% to -80%; also: % is scaled to controls: 0 for no effect and ±100 for the full control effect
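Neuro2A cells in DMEM with 0.5% FBS, overnight at 37 deg C, given compound at single 50 µM final, then IGF (6 nM final) for 20 min at 37 deg C. Lysed; phospho-Akt Ser473 by HTRF after 24 h, 665/615 ratio.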
FUS yeast rescue – qHTS for Suppressors of FUS Proteinopathy: Primary screen using FUS-linked yeast assay | Potency, µM (series often up to 76.6 µM), without a hit: at the top dose growth rescue (activation), most hits filed as activators | actives 0.24% (n = 390,000) | AID 1347120, 2019 | S. cerevisiae FUS-expressing, growth rescue, OD600, 24 h;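 also: potency is read from the fitted curve at half-maximal effect; plate controls were DMSO vehicle for no effect and reference control for full effect; nearly all actives have a fitted effect of over 55% in size; some results filed as inactive show a strong effect at the top dose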
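Steps: raffinose overnight preculture; dilution to OD 0.005 in 2% galactose minimal medium; compound addition (concentration series); 24hr at 30C, 99% humidity; absorbance read at 600 nm.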
TDP-43 yeast inh – qHTS of TDP-43 Inhibitors | TDP-43 expressing yeast growth rescue, BacTiter-Glo, 24 h | actives 1.8% (n = 410,000) | AID 652104, 2013 | Potency, µM (series often up to 46.1 µM), for inactives: at the top dose growth rescue (activation), usual class: activators; also: potency is read from the fitted curve at half-maximal effect; % of control where 0% means no effect; nearly all actives have a fitted effect of over 50% in size
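Yeast cells expressing TDP-43 under galactose induction are exposed to compounds for 24 hr at 30 deg C. BacTiter-Glo luminescence measures growth, so protective compounds score as activators.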
Abeta yeast res – qHTS for compounds that reverse cellular toxicity of Amyloid beta (A-beta) peptide in yeast: Primary Screen. yeast expressing A-beta42, growth rescue, OD600, 48 h; response scale: 0% DMSO, 100% iron-clioquinol control. Potency, µM (series often up to 46.1 µM), without a hit: at the top dose growth rescue, most hits filed as activators. actives 0.063% (n = 410,000); also: potency is read from the fitted curve at half-maximal effect; nearly all actives have a fitted effect of over 55% in size
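Yeast growth medium received pinned compounds, then yeast cells expressing toxic A-beta were added; plates incubated at 30 C for 48 hr. Growth read as absorbance at 600 nm, normalized to DMSO and equimolar FeCl3 plus clioquinol controls.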
GLP1R inv ag – qHTS of GLP-1 Receptor Inverse Agonists (Inhibition Mode); HEK293 GLP-1R CRE-luciferase, luminescence, 24 h; GLP-1R form is constitutively active; actives 1.6% (n = 410,000); Glucagon-like peptide 1 receptor (Homo sapiens), P43220; AID 624417, 2012; Potency, µM (top dose mostly 38.3 µM), for the others: at the highest dose activity change, negative = inhibition, usual class: inhibitors; also: potency is read from the fitted curve at half-maximal effect; % is scaled to controls: 0 for no effect and ±100 for the full control effect; nearly all actives have a fitted effect of over 55% in size
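GLP-1R inverse agonism mode: basal reporter luminescence in engineered HEK293 cells measured after one day of compound exposure at 37 deg C, with a 12 min room-temperature detection step.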
PTHR1 agonist – qHTS for PTHR1 Agonists: Primary Screen. Potency, µM (series often up to 115 µM), without a hit: at the top dose activation, most hits filed as activators. HEK293 GP2 PTHR1 cells, GloSensor cAMP luminescence, 1 h. actives 0.075% (n = 410,000); also: potency is read from the fitted curve at half-maximal effect; nearly all actives have a fitted effect of over 55% in size; some results filed as inactive show a strong effect at the top dose; inactives centre near -15; many of its hits are not listed in these tables
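HEK-293-derived GP2 cells expressing PTHR1 and a GloSensor cAMP reporter, 3,000/well, plated overnight, given luciferin plus IBMX (each 0.5 mM as added) for 1 h at 37 °C, then compound for 1 h at 37 °C. Luminescence was read after 15 min at room temperature.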
An asterisk follows results filed as active; i = inactive; ? = inconclusive; nt = no result given; [ ] = remark or other dose. Unless noted, calls follow the shape of the dose curve; as a rule, active = well fitted curve in the direction sought with a large enough effect; inconclusive = small, poorly fitted or top-dose-only effect, or another doubt; inactive = no such curve, though single readings can be large; an effect the other way counts as inactive or inconclusive.

SMILES	DRD3 antagonist	aSyn yeast inh	GLP1R ag	pAkt inh	FUS yeast rescue	TDP-43 yeast inh	Abeta yeast res	GLP1R inv ag	PTHR1 agonist
C#Cc1ccc([C@@H]2C=C(C(=O)NCc3nc4ccccc4[nH]3)O[C@H](OCC)[C@H]2CCCO)cc1	1	-1%	14%	i	26%	-10%	-11%	-3%	-15%
Cn1nc(C(F)(F)F)c(-c2ccc(F)cc2)c1NC(=O)CSCC(=O)O	-20	3%	0%	i	12%	-22%	3%	6%	i
CCC1CCCCN1CCCNC(=O)CS(=O)(=O)Cc1nc(-c2cccc(OC)c2)oc1C (configuration not stated)	-23	2%	-5%	i	18%	-20%	3%	?	-20%
Cc1nc2nc(C)c(NS(=O)(=O)c3ccc4c(c3)CCCC4)c(=O)n2[nH]1	-8	1%	0%	i	-5%	-8%	0%	1%	-7%
Cc1cc(=O)oc2cc(NC(=O)C3CC(=O)N(Cc4ccccc4)C3)ccc12 (configuration not stated)	-61*	1%	1%	i	27%	15%	11%	23%	i
COc1ccc(-c2csc3nc(C)n(-n4cccc4)c(=O)c23)cc1OC	7	4%	7%	i	8%	5%	-2%	-18%	5%[57.5 µM]
COc1ccc(N2C(=O)CC3(CCCC3)CC2=O)cc1	12	-3%	0%	i	5%	-23%	-22%	1%	i
Cc1ccc(NC(=O)C[n+]2cc(-c3ccccc3)n3c2CCC3)c(C)c1	?	3%	6%	i	23%	-12%	9%	0%	i
CCCCn1nnnc1NCc1ccc(OC)c(OC)c1	4	-1%	9%	i	nt	-1%	-13%	5%	-61%[inhibitor]
CC(=O)NCCc1nc2ccccc2n1Cc1cccc(C)c1	13	-6%	12%	i	-9%	-12%	-6%	0%	i
COc1ccc(CN2C(=NC(=O)COc3ccccc3)SC3CS(=O)(=O)CC32)cc1 (configuration not stated)	-3	-2%	4%	i	10%	1%	5%	8%	-6%
CC(C)[C@@H]1Cc2[nH]c(=O)[nH]c(=O)c2[C@H](C)O1	6	-4%	-1%	i	-20%	25%	-2%	28%	-21%

Some values from above.
Under FUS yeast rescue, CC(=O)NCCc1nc2ccccc2n1Cc1cccc(C)c1 is listed with -9%
Under FUS yeast rescue, COc1ccc(-c2csc3nc(C)n(-n4cccc4)c(=O)c23)cc1OC is listed with 8%

Other structures.
SMILES	DRD3 antagonist	aSyn yeast inh	GLP1R ag	pAkt inh	FUS yeast rescue	TDP-43 yeast inh	Abeta yeast res	GLP1R inv ag	PTHR1 agonist
O=C(Cn1nc(Cc2cccnc2)c2ccccc2c1=O)NCCCN1CCCC1=O	7	26%	1%	i	-19%	2%	14%	10%	-22%
CC(=O)Nc1cccc(OCC(=O)NS(=O)(=O)c2ccc(Cl)cc2)c1	-26	-9%	-9%	i	13%	3%	22%	42%[activator]	i
COc1cc2c(cc1OC)CN(C(=O)COc1ccccc1C#N)CC2	24	8%	?	i	18%	?	0%	40%[activator]	-28%
COc1ccc(-c2nc(CS(=O)CC(=O)NCc3ccco3)c(C)o2)cc1OC (configuration not stated)	-22	5%	-4%	i	-4%	-5%	-13%	4%	i
Cc1cccc(NCC(=O)N/N=C/c2ccc(Br)cc2)c1	-18	-1%	9%	i	-5%	0%	-22%	-28%	-21%
CC(C)=CCN1CCN(Cc2cnc(-c3ccccc3)s2)CC1CCO (configuration not stated)	-16	2%	-2%	i	-18%	-7%	14%	?	i
Cc1ccc(-c2cc(C(=O)N/N=C/c3c(C)nn(C)c3C)c3ccccc3n2)c(C)c1	-2	-1%	26%	i	-1%	-6%	10%	112%[activator]	i
Cc1ccc(-n2c(SCc3nc(-c4ccc(Cl)cc4)no3)nnc2-c2ccncc2)cc1	nt	nt	nt	nt	?	35µM*	-11%	?	-22%
Cc1cccc(-n2ncc3c(N4CCN(c5ccccc5)CC4)ncnc32)c1	nt	nt	nt	nt	9%	9%	-23%	7%	i
Cc1cc(=O)oc2cc(OCC(=O)N/N=C/c3ccccc3[N+](=O)[O-])ccc12	-11	3%	5%	i	55%	20%	4%	32%[activator]	i
N#Cc1ccc(-c2csc(NC(=O)c3ccc(S(=O)(=O)N4CCc5ccccc5C4)cc3)n2)cc1	-11	-7%	4%	i	nt	-8%	0%	5%	-33%[inhibitor]
Cc1cccc(C)c1NC(=O)CNC(=O)c1ccc2nc[nH]c2c1	-6	?	1%	i	41%	-9%	9%	31%	i
COc1ccc(C(=O)CC(C(=O)O)c2ccc3c(c2)OCO3)cc1OC (configuration not stated)	8	25%	0%	i	-18%	16%	5%	45%[activator]	-22%
CCN(CC)C(=O)c1[nH]cnc1C(=O)N[C@@H](Cc1ccccc1)C(=O)OCc1ccccc1	6	1%	4%	i	32%	9%	10%	-4%	i
COc1cccc(CNc2cc(CSc3ccc(Cl)cc3)nc(C)n2)c1	24	1%	-2%	i	?	-3%	11%	?	-11%
Cc1ccc(C(=O)c2coc3c2C(=O)C(=O)c2ccccc2-3)cc1	7	-69%[inhibitor]	-8%	i	-6%	-89%[inhibitor]	-88%[inhibitor]	0%	-28%
Cc1ccc(-c2cn(CCC(=O)O)c(-c3ccc(Cl)nc3)n2)cc1	-6	0%	-5%	i	0%	-8%	14%	-5%	1%
CC(C)CC(=O)Nc1ccnn1C1CCN(C(=O)c2ccc(F)cc2Cl)CC1	-24	-4%	-2%	i	9%	5%	-8%	20%	i
O=C1NCC(O)=C1C=Nc1ccccc1O	-4	0%	-9%	i	6%	8%	11%	-19%	-20%
CCCCNC(=O)C1CCC(Cn2c(=O)c3sccc3n(Cc3ccccc3)c2=O)CC1 (configuration not stated)	nt	nt	nt	nt	-21%	16%	-3%	2%	-18%
Cc1ccc(S(=O)(=O)N2CCCC2C(=O)NCc2ccccc2Cl)cc1 (configuration not stated)	12	0%	-2%	i	30%	0%	8%	-9%	-15%
O=C(Nc1ccccc1)c1cccc2c(-c3cccnc3)coc12	75	0%	10%	i	-13%	14µM*	1%	26%	-5%
CCCc1ccc(OCC(O)CN2CCN(c3ccccn3)CC2)cc1 (configuration not stated)	-17	-4%	0%	i	-3%	-1%	-3%	?	-27%
CCNC(=S)N1CCC(n2cnc3ccccc32)CC1	0	0%	0%	i	-33%	18%	4%	-8%	i

Entries above that bear a hit mark in TDP-43 yeast inh:
canonical_smiles	aSyn yeast inh	GLP1R ag	pAkt inh	FUS yeast rescue	TDP-43 yeast inh	GLP1R inv ag	PTHR1 agonist
Cc1ccc(-n2c(SCc3nc(-c4ccc(Cl)cc4)no3)nnc2-c2ccncc2)cc1	nt	nt	nt	?	35µM*	?	-22%
O=C(Nc1ccccc1)c1cccc2c(-c3cccnc3)coc12	0%	10%	i	-13%	14µM*	26%	-5%

Further results follow.
SMILES	DRD3 antagonist	aSyn yeast inh	GLP1R ag	pAkt inh	FUS yeast rescue	TDP-43 yeast inh	Abeta yeast res	GLP1R inv ag	PTHR1 agonist
N#CC1(NC(=O)CN2CCc3ccccc3C2)CCCC1	0	2%	5%	i	-6%	0%	-17%	9%	-17%
COc1ccccc1N1CCN(/N=C/c2cccc(O)c2)CC1	3	1%	12%	i	-1%	21%	18%	0%	i
CC(C)COc1ccc(/C=C2/Sc3ccccc3C2=O)cc1	-8	-4%	-13%	i	-11%	-8%	-16%	-10%	-14%[57.5 µM]
CCC(=O)Nc1nnc(SCC(=O)NC2CCCC2)s1	5	-1%	0%	i	-5%	4%	-16%	-6%	i
Cc1cc(C)n(-c2nc3ccccc3c(=O)n2OCC#N)n1	-17	30%	20%	i	-3%	-2%	6%	3.2µM*	-10%
Fc1ccc(COc2ccc3ccccc3c2CNc2nn[nH]n2)cc1	-20	2%	-2%	i	-33%	-3%	6%	?	-5%
COc1ccc(CCn2c(=S)[nH]c3cc(C(=O)NCc4ccco4)ccc3c2=O)cc1OC	6	0%	-12%	i	?	18%	18%	1%	-34%[inhibitor]
COc1ccc(C(C(=O)NC2CCCC2)N(C(=O)c2snc(-c3ccc(F)cc3)c2N)c2cccc(F)c2)cc1 (configuration not stated)	7	3%	-14%	i	11%	?	1%	3%	-9%[57.5 µM]
COc1ccc(C(CCN(Cc2ccc(OC)c(OC)c2)C(C)=O)c2ccccc2)cc1 (configuration not stated)	-7	-1%	-2%	i	?	-21%	-23%	?	-57%[inhibitor]
CCc1nnc(NC(=O)c2cc3ccccc3oc2=O)s1	18	-8%	-6%	i	2%	?	3%	8%	-15%[57.5 µM]
O=C(c1ccc(S(=O)(=O)Nc2ccccc2F)cc1)N1CCCC1	12	0%	0%	i	3%	-11%	1%	8%	-53%[inhibitor]
CCO[C@H]1OC(C(=O)N2CCN(Cc3ccccc3)CC2)=C[C@@H](c2ccc(C(F)(F)F)cc2)[C@@H]1CCCO	10	4%	3%	i	-2%	14%	1%	-74%	-27%
COc1cccc(NC(=S)NNC(=O)c2ccccc2OC(F)F)c1	33	0%	-2%	i	6%	10%	6%	1%	-21%[57.5 µM]
O=C1CC(C(=O)Nc2ccc(Cl)cc2)S/C(=N\N=C\c2ccco2)N1 (configuration not stated)	0	0%	10%	i	17%	8%	3%	?	-4%
N#Cc1nc(COc2cccc(Cl)c2)oc1NCc1ccncc1	2	0%	9%	i	2%	1%	0%	14%	-9%
Cc1ccc(S(=O)(=O)N2CCN=C2SC(C)c2ccccc2)cc1 (configuration not stated)	-9	1%	1%	i	21%	23%	9%	?	-36%
O=C(COC(=O)c1nc(Cl)ccc1Cl)NC1CCCCC1	18	0%	-3%	i	1%	?	-1%	6%	-18%

Screens from PubChem.

Not all compounds are listed (hit frequency here may not be typical).
